Bioassay records as filed in PubChem.
ERK EGF block: inhibitors of EGF-stimulated ERK signaling pathway; HEK293-V1b, EGF-stimulated phospho-ERK AlphaScreen; Potency, µM (titrated, usually from 11.5 µM), for inactives: at the highest dose activity change, negative = inhibition, most hits filed as inhibitors; actives 0.41% (n = 130,000); AID 1454; active = well fitted inhibition curve with a large enough effect; inconclusive = small, poorly fitted or top-dose-only effect, or effect the other way;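 also: plate controls were stimulated vehicle wells for no effect and unstimulated vehicle basal for full effect; nearly all actives have a fitted effect of over 55% in size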
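Phospho-ERK1/2 measured by AlphaScreen (SureFire) after 5 min 25 nM EGF stimulation of V1b-expressing HEK293 cells preincubated 30 min at 37C with titrated compounds; data scaled to DMSO and EGF controls, Hill-fitted AC50.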
An asterisk follows results filed as active; ? = inconclusive; & = joins results of further samples; [ ] = dose if it differs, or a comment. Potency is read from the fitted curve at half-maximal effect. The list is partial; rates above refer to the full screens.

canonical_smiles	ERK EGF block
O=[N+]([O-])c1ccc(N2CCNCC2)cc1NCc1ccco1	4.2%
O=c1[nH]c(=S)n(-c2ccccc2)c(O)c1C=NCc1ccccn1	-2.6%[57.5 µM]
S=P(Nn1cnnc1)(c1ccccc1)c1ccccc1	-2.0%
CCN1CCN(c2cc(N3CCCC3)c([N+](=O)[O-])cc2F)CC1	-6.1%
C=C(c1ccccc1)P(=O)(O)O	4.1%
O=C1NC(=O)N(c2ccc3c(c2)OCO3)C(=O)/C1=C\c1ccsc1	2.3%[57.5 µM]
C=CCn1c(O)c(/C=N/NC(=O)CCCC)c(=O)[nH]c1=S	1.6%
CCOc1ccc2oc(C(=O)NN3C(C)CCCC3C)c(C)c2c1 (configuration not stated)	-3.3%
C[N+]1(C)[C@@H]2CC(OC(=O)[C@H](CO)c3ccccc3)C[C@H]1[C@@H]1O[C@@H]12 (some centres not stated)	0.3%[57.5 µM]
N#CCP(=S)(c1ccccc1)c1ccccc1	8.7%
CCC(CC)N1CCN(C(=O)Cc2ccccc2)CC1	-13.3%
O=c1[nH]c(=S)n(-c2ccccc2F)c(O)c1C=NCc1ccco1	8.3%

Next section, overlapping the part above by 2 compounds.
canonical_smiles	ERK EGF block
CCC(CC)N1CCN(C(=O)Cc2ccccc2)CC1	-13.3%
O=c1[nH]c(=S)n(-c2ccccc2F)c(O)c1C=NCc1ccco1	8.3%
CCCCn1c(O)c(C(=O)/C=C/c2c[nH]c3ccccc23)c(=O)[nH]c1=O	8.7%[57.5 µM]
CC1CC(Cl)CCC1C(=O)OC(C)(C)C (configuration not stated)	16.4%
O=C(NC12CC3CC(CC(C3)C1)C2)OC1CN2CCC1CC2 (configuration not stated)	-6.7%[57.5 µM]
C=C(COC(C)=O)CC1CC(O)[C@]2(C)OC3CC4OC5C[C@]6(C)O[C@]7(C)CCC8OC9C[C@]%10(C)OC%11C(C)=CC(=O)OC%11CC%10OC9C[C@@H](C)C8OC7CC6O[C@]5(C)C/C=C\C4OC3CC2O1 (some centres not stated)	-11.1%[57.5 µM]
Oc1ccc2c3c1OC1C(O)CC[C@@]4(O)[C@@H](C2)N(CC2CCC2)CC[C@]314 (some centres not stated)	-8.5%[57.5 µM]
C=C1C(=O)O[C@H]2[C@H]1[C@H](OC(=O)CC(=O)O[C@@H]1C[C@@H](C)[C@@H]3C=CC(=O)[C@@]3(C)[C@H]3OC(=O)C(=C)[C@H]13)C[C@@H](C)[C@H]1C=CC(=O)[C@]12C	12.6%[57.5 µM]
CC(N)C(=O)OC(C)(C)Cc1ccc(Cl)cc1 (configuration not stated)	-11.1%&5.9%
O=c1[nH]c(=S)n(-c2ccc(Cl)cc2)c(O)c1C=Nc1ccc(N2CCOCC2)cc1	-6.7%
CC[C@@H](CO)NC(=O)[C@H]1C=C2c3cccc4[nH]cc(c34)C[C@H]2N(C)C1	-13.3%
c1csc(CN2CCC3(CCNCC3)CC2)n1	0.2%
CN(C)C(Cc1ccccc1)C(=O)c1ccccc1 (configuration not stated)	12.5%
COc1ccccc1-n1c(Cc2ccccc2)nc2ccccc2c1=O	6.5%
O=C(c1ccc2c3c(cccc13)CC2)C1CCCN(Cc2ncc[nH]2)C1 (configuration not stated)	-6.8%
Cc1ccc(C(=O)O)cc1N=Nc1c(O)[nH]c(=O)[nH]c1=O	0.8%
CC(C)(C)C(=O)Cn1c(NCCCl)nc2ccccc21	0.2%
CCCCn1c(NC(=O)c2ccc(Br)o2)c(C(=O)OCC)c2nc3ccccc3nc21	-6.6%
CN1C(=O)C(=Cc2cccnc2)C(=O)N(C)C1=O	8.3%[57.5 µM]
COc1cccc(N2C(=O)NC(=O)/C(=C/c3ccc4c(c3)Cc3ccccc3-4)C2=O)c1	1.8%
CCOC(=O)c1cncn1[C@@H](C)c1ccccc1	1.4%[25.7 µM]
COC12C(COC(N)=O)C3=C(C(=O)C(C)=C(N)C3=O)N1CC1C2N1C (configuration not stated)	4.4%[57.5 µM]
O=C(N/N=C/c1c(O)n(Cc2ccccc2)c(=O)[nH]c1=O)c1ccncc1	12.3%[57.5 µM]
O=C1NC(=O)N(c2ccc3c(c2)OCO3)C(=O)/C1=C\c1ccc(N2CCCCC2)o1	1.7%
CCCCCCn1c(O)c(/C=N/N2CCCCCC2)c(=O)[nH]c1=O	8.7%[57.5 µM]
CN1C(=O)C(=Cc2ccccc2OCCOc2ccc([N+](=O)[O-])cc2)C(=O)N(C)C1=O	-9.3%
Cn1c(O)c(/C=N/NC(=O)c2ccncc2)c(=O)n(C)c1=S	-4.7%[57.5 µM]
NC[C@@H](CC(=O)O)c1ccc(Cl)cc1	-6.4%
COc1ccc(OC)c([C@H](O)[C@H](C)N)c1	2.9%[25.7 µM]
COc1ccc(C2=NCc3nnc(C)n3-c3ccc(Cl)cc32)cc1Cl	1.4%
CC(C)(C)c1nc(NCc2ccc3c(c2)OCO3)c2nnn(Cc3ccccc3Cl)c2n1	-3.2%
COc1ccc(OCC(=O)N2CCN(C3CCC(c4ccccc4)CC3)CC2)cc1 (configuration not stated)	-0.9%
COc1ccc(C(=O)C2CCCN(Cc3ccccn3)C2)c(OC)c1 (configuration not stated)	-2.8%
C/C(=N\N1CCCCCC1)c1c(O)n(-c2ccccc2C)c(=O)[nH]c1=O	3.9%[57.5 µM]
COC(=O)COc1cc(Cl)c(Cl)cc1Cl	16.8%
COC(=O)c1nc(-c2ccc3c(n2)C(=O)C(N)=C(OC)C3=O)c(N)c(-c2ccc(OC)c(OC)c2O)c1C	0.5%[57.5 µM]
COc1cc2c(cc1O)C[C@H]1NCCc3cc4c(c-2c31)OCO4	4.8%
O=C(N/N=C/c1c(O)n(CCc2ccccc2)c(=O)[nH]c1=O)c1ccncc1	-4.8%
S=C=Nc1ccccn1	-0.7%
CCN1CCN(c2ccc([N+](=O)[O-])cc2C#N)CC1	-9.3%
CC(C)N(C(=O)CCl)c1ccccc1	18.2%
COc1cc2c(c(OC)c1OC)-c1ccc(O)c(=O)cc1[C@H](N)CC2	1.6%[25.7 µM]
C=CCn1c(O)c(/C(C)=N/N2CCN(C)CC2)c(=O)[nH]c1=O	6.3%[57.5 µM]
C=CCN1C[C@H](C)N([C@@H](c2ccccc2)c2ccc(C(=O)N(CC)CC)cc2)C[C@H]1C	-11.7%
Cc1cccc(C)c1NC1=NCCCS1	3.8%
COc1cccc(CN2CCCC(C(=O)c3ccccc3SC)C2)c1O (configuration not stated)	?
CCc1ccc(-n2c(O)c(/C=N/NC(=O)c3ccncc3)c(=O)[nH]c2=O)cc1	0.5%
COc1ccc(-n2c(O)c(/C(C)=N/Nc3ccccc3)c(=O)[nH]c2=O)cc1	-4.6%[57.5 µM]
Cc1oc(-c2ccccc2)nc1CN1C(=O)C(C)N=C(c2ccccc2F)c2cc(Cl)ccc21 (configuration not stated)	5.1%
CC1O[C@@H](OC2CC(O)[C@@]3(CO)C4C(O)C[C@@]5(C)C(C6=CC(=O)OC6)CC[C@]5(O)C4CC[C@]3(O)C2)C(O)C(O)C1O (some centres not stated)	0.4%
O=c1cc(CN2CC=C(c3ccccc3)CC2)c2c(ccc3ccccc32)o1	0.6%
CNC(=O)O/N=C(/C)SC	29.3%
CCOP(=O)(OCC)C(O)c1ccc(OC)cc1OC (configuration not stated)	4.1%
CN1CCN(c2cc(N3CCNCC3)ccc2[N+](=O)[O-])CC1	-3.0%
O=C(O)C(Cc1cnc[nH]1)NS(=O)(=O)c1ccc(Cl)cc1 (configuration not stated)	-4.9%
C[C@H](CCC(=O)O)[C@H]1CC[C@@H]2[C@H]3CC[C@H]4C[C@H](O)CC[C@]4(C)[C@@H]3CC[C@@]21C	-5.9%
CN1C(=O)C(=Cc2ccc(N3CCOCC3)o2)C(=O)N(C)C1=S	7.3%
O=C(O)CCn1cc(C=C2C(=O)NC(=S)NC2=O)c(-c2ccccc2)n1	2.7%
CC(=O)C1C2c3ccccc3O[C@@]1(C)N=c1s/c(=C/c3ccoc3)c(=O)n12 (some centres not stated)	-3.4%
CCN(CC)CC(O)c1ccc(C2CCCC2)cc1 (configuration not stated)	9.1%
Cc1cccc2c1N(N=O)CCC2	12.0%
Cc1cc(C)nc(N2Cc3ccccc3C2=N)n1	3.6%

Later entries
canonical_smiles	ERK EGF block
Cc1cc(/C=C2\C(=O)NC(=O)N(c3cccc(Br)c3)C2=O)c(C)n1C	-0.7%
Cc1ccc(-c2nn(Cc3ccccc3)cc2C=O)cc1C	8.2%
O=c1oc2ccccc2c(O)c1Cc1c(O)c2ccccc2oc1=O	16.9%
COc1ccccc1OP(=O)(Nc1cccnc1)Oc1ccccc1OC	9.8%
C=CCn1c(O)c(C=Nc2c(C)n(C)n(-c3ccccc3)c2=O)c(=O)[nH]c1=O	-10.7%[57.5 µM]
CCOP(=O)(OCC)c1ccc(O)cc1	-2.6%[57.5 µM]
COc1ccc2c(c1)c(C(=O)O)c(C)n2C(C)C	2.6%
O=c1c2ccccc2nc(-c2ccc([N+](=O)[O-])cc2)n1-c1ccccc1	-0.1%
COc1ccc(C2CC(c3c(O)n(CCc4ccccc4)c(=O)[nH]c3=O)=NN2)cc1OC (configuration not stated)	3.5%[57.5 µM]
CC(=O)c1ccc(OC(=O)N(C)c2ccccc2)cc1	4.4%
CCOC(=O)CNC(=O)CNC(=O)C(Cc1ccc(N(CCCl)CCCl)cc1)NC(C)=O (configuration not stated)	20.5%
COc1ccc(OC)c(CN2CCCC(C(=O)c3sccc3C)C2)c1 (configuration not stated)	-14.3%[57.5 µM]
CCOc1ccc(N=C2SCCCN2C)cc1	6.6%
C[C@@H]1O[C@@H](O[C@H]2C[C@@H](O)[C@]3(CO)[C@H]4[C@H](O)C[C@]5(C)[C@@H]([C@@H]6COC(=O)C6)CC[C@]5(O)[C@@H]4CC[C@]3(O)C2)[C@H](O)[C@H](O)[C@H]1O	11.8%
COc1ccc(C(c2c(O)c3ccccc3oc2=O)c2c(C)n(C)n(-c3ccccc3)c2=O)cc1 (configuration not stated)	0.6%
C=CCn1c(O)c(C(C)=NCCC(c2ccccc2)c2ccccc2)c(=O)[nH]c1=O	7.8%
CN1C(=O)N(C)C(=O)C(CCc2ccncc2)(CCc2ccncc2)C1=O	6.1%
C/C=C1\C[C@H](C)[C@@](O)(CO)C(=O)OCC2=CCN3CC[C@@H](OC1=O)[C@@H]23	-10.8%[25.7 µM]
CCC1CN2CCC1CC2C(O)c1ccnc2ccccc12 (configuration not stated)	-0.3%
CC1(C)OC(c2ccccc2)=C/C(=C/C=C2C(=O)NC(=O)NC2=O)O1	?
CN1CC[C@@]2(CCCN(C(=O)Oc3ccccc3)C2)C1	4.6%
Cc1ccccc1-n1c(-c2ccco2)nc2ccccc2c1=O	-4.5%
O=C(CNC(=O)c1ccc(Cl)cc1)Nc1ccc(Br)cc1C(=O)c1ccccc1	12.9%
C=CC1CN2CCC1CC2c1[nH]c2ccccc2c1CCO (configuration not stated)	3.1%

Molecules listed so far with a halogen:
canonical_smiles	ERK EGF block
CCN1CCN(c2cc(N3CCCC3)c([N+](=O)[O-])cc2F)CC1	-6.1%
O=c1[nH]c(=S)n(-c2ccccc2F)c(O)c1C=NCc1ccco1	8.3%
CC1CC(Cl)CCC1C(=O)OC(C)(C)C (configuration not stated)	16.4%
CC(N)C(=O)OC(C)(C)Cc1ccc(Cl)cc1 (configuration not stated)	-11.1%&5.9%
O=c1[nH]c(=S)n(-c2ccc(Cl)cc2)c(O)c1C=Nc1ccc(N2CCOCC2)cc1	-6.7%
CC(C)(C)C(=O)Cn1c(NCCCl)nc2ccccc21	0.2%
CCCCn1c(NC(=O)c2ccc(Br)o2)c(C(=O)OCC)c2nc3ccccc3nc21	-6.6%
NC[C@@H](CC(=O)O)c1ccc(Cl)cc1	-6.4%
COc1ccc(C2=NCc3nnc(C)n3-c3ccc(Cl)cc32)cc1Cl	1.4%
CC(C)(C)c1nc(NCc2ccc3c(c2)OCO3)c2nnn(Cc3ccccc3Cl)c2n1	-3.2%
COC(=O)COc1cc(Cl)c(Cl)cc1Cl	16.8%
CC(C)N(C(=O)CCl)c1ccccc1	18.2%
Cc1oc(-c2ccccc2)nc1CN1C(=O)C(C)N=C(c2ccccc2F)c2cc(Cl)ccc21 (configuration not stated)	5.1%
O=C(O)C(Cc1cnc[nH]1)NS(=O)(=O)c1ccc(Cl)cc1 (configuration not stated)	-4.9%
Cc1cc(/C=C2\C(=O)NC(=O)N(c3cccc(Br)c3)C2=O)c(C)n1C	-0.7%
CCOC(=O)CNC(=O)CNC(=O)C(Cc1ccc(N(CCCl)CCCl)cc1)NC(C)=O (configuration not stated)	20.5%
O=C(CNC(=O)c1ccc(Cl)cc1)Nc1ccc(Br)cc1C(=O)c1ccccc1	12.9%
